Screens from PubChem.
EPAC1 antagonist = qHTS for Antagonist of cAMP-regulated guanine nucleotide exchange factor 3 (EPAC1): primary screen; EPAC1 GEF assay, Rap1b-BODIPY-GDP exchange fluorescence; Potency, µM (series often up to 115 µM), inactives show at the highest dose activity change, negative = inhibition, usual class: inhibitors; AID 720709, 2013; 360,000 tested, 0.14% active;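 note: potency is the fitted concentration of half-maximal effect; plate controls were vehicle for no effect and positive control for full effect; nearly all actives have a fitted effect of over 50% in size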
Abeta rescue = qHTS for compounds that reverse cellular toxicity of Amyloid beta (A-beta) peptide in yeast: Primary Screen; 410,000 tested, 0.063% active; yeast expressing A-beta42, growth rescue, OD600, 48 h; response scale: 0% DMSO, 100% iron-clioquinol control; Potency, µM (titrated, usually from 46.1 µM), inactives show top-dose growth rescue, most hits filed as activators; note: potency is the fitted concentration of half-maximal effect; nearly all actives have a fitted effect of over 55% in size
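Yeast A-beta toxicity model in growth medium with pinned compounds, 48 h at 30 C; growth read as absorbance at 600 nm. Normalized to FeCl3/clioquinol equimolar mix (positive) and DMSO (negative).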
WRN helicase inh = qHTS for Inhibitors of WRN Helicase; WRN helicase unwinding, fluorescent forked duplex, kinetic; Potency, µM (series often up to 114 µM), for the others: at the top dose activity change, negative = inhibition, hits mostly inhibitors; 360,000 tested, 0.46% active; AID 651768, 2012; note: potency is the fitted concentration of half-maximal effect; % is set by controls: 0 for no effect and ±100 for the full control effect; nearly all actives have a fitted effect of over 55% in size
Target sequence (Q14191 whole entry, looked up): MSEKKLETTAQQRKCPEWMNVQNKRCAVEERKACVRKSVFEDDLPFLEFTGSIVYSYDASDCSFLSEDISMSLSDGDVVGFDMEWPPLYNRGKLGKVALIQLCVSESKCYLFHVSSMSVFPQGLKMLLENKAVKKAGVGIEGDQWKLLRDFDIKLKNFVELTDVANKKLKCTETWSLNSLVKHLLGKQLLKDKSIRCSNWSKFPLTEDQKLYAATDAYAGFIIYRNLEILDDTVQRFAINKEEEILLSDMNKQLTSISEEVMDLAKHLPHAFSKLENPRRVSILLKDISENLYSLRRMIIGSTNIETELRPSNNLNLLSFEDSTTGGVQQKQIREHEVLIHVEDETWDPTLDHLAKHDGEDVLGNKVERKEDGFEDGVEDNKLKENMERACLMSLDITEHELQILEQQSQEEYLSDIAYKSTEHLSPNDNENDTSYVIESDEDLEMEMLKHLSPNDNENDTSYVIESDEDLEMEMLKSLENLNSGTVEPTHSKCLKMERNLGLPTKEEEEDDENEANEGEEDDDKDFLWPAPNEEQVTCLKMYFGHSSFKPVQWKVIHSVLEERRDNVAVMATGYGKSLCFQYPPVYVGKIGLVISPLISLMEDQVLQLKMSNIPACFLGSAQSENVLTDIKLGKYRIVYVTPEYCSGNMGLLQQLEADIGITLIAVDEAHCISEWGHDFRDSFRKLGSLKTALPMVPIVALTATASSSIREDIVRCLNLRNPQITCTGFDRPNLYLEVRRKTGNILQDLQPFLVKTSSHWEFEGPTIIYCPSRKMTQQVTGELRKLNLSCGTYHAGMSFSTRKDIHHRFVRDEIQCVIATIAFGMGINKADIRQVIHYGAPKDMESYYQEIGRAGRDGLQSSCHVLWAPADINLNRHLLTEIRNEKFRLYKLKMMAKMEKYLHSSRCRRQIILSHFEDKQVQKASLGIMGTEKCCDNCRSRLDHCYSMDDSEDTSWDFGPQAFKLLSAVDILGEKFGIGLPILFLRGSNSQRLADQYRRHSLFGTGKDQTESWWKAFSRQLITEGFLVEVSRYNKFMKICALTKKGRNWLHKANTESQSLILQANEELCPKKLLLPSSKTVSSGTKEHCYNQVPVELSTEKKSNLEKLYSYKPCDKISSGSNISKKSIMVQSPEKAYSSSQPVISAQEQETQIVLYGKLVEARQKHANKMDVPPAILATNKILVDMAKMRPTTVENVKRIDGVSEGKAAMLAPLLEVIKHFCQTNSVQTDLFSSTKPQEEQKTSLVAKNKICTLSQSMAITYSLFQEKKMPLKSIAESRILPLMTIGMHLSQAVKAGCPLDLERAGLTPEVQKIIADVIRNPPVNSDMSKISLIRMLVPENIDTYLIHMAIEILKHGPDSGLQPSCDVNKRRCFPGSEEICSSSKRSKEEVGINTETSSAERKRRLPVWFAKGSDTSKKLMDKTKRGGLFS
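WRN at 20 nM final preincubated with compound 15 min at room temperature; reaction started with 100 nM fluorophore/quencher forked duplex oligonucleotide and 2 mM ATP final. Unwinding followed kinetically by red fluorescence (ex 525, em 598 nm).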
EPAC1 ag = qHTS for Agonist of cAMP-regulated guanine nucleotide exchange factor 3 (EPAC1): primary screen; EPAC1 agonist qHTS, biochemical assay; response scale: 100% = response to 6.5 mM cAMP; Potency, µM (highest dose often 154 µM), without a hit: at the highest dose activation, actives largely listed as activators; 360,000 tested, 0.073% active; AID 720707, 2013; note: potency is the fitted concentration of half-maximal effect; nearly all actives have a fitted effect of over 60% in size
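Fluorescent GDP-exchange assay: 100 nM EPAC1 with 250 nM Rap1B preloaded with BODIPY-GDP and 50 uM GDP; compounds tested as concentration series, 5 min at room temperature, then read every 5 min for 30 min (ex 480/em 540 nm); normalized to 6.5 mM cAMP.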
FUS suppressor = qHTS for Suppressors of FUS Proteinopathy: Primary screen using FUS-linked yeast assay | S. cerevisiae FUS-expressing, growth rescue, OD600, 24 h | Potency, µM (titrated, usually from 76.6 µM), for inactives: at the highest dose growth rescue (activation), usual class: activators | 390,000 tested, 0.24% active | AID 1347120, 2019;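 note: potency is the fitted concentration of half-maximal effect; plate controls were DMSO vehicle for no effect and reference control for full effect; nearly all actives have a fitted effect of over 55% in size; some results filed as inactive show a strong effect at the top dose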
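Steps: raffinose overnight preculture; dilution to OD 0.005 in 2% galactose minimal medium; compound addition (concentration series); 24hr at 30C, 99% humidity; absorbance read at 600 nm.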
PI5P4K alpha inh = qHTS for Inhibitors of phosphatidylinositol 5-phosphate 4-kinase (PI5P4K); Phosphatidylinositol 5-phosphate 4-kinase type-2 alpha (Homo sapiens), P48426; PI5P4Kalpha enzyme, ADP-Glo luminescence, 60 min; stronger effect = lower value; max response, %; 330,000 tested, 1.2% active; AID 652105, 2013; active = max response of -50% or lower; inconclusive = between -30% and -50%; inactive = -30% or higher; note: value at the top dose of about 77 µM; % is set by controls: 0 for no effect and ±100 for the full control effect
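Compounds were pin-transferred onto PI5P4Kalpha and substrate in HEPES pH 7.4 buffer with EGTA, CHAPS and 5% DMSO. ATP (5 microM final) started the reaction, which ran 60 minutes at room temperature before ADP-Glo detection.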
PLK1 PBD block = qHTS for Inhibitors of PLK1-PDB (polo-like kinase 1 - polo-box domain): Primary Screen; 360,000 tested, 2.8% active; Plk1 PBD binding of FITC phosphopeptide, fluorescence polarization; Potency, µM, without a hit: max response, negative = inhibition, most hits filed as inhibitors; note: potency is the fitted concentration of half-maximal effect; series mostly up to about 57 µM; % is set by controls: 0 for no effect and ±100 for the full control effect; nearly all actives have a fitted effect of over 65% in size
aSyn rescue = qHTS of alpha-syn Inhibitors; Potency, µM (highest dose often 46.1 µM), inactives show at the top dose growth rescue (activation), actives largely listed as activators; AID 652106, 2013; Yeast expressing alpha-synuclein, growth rescue, BacTiter-Glo, 24 h; 370,000 tested, 0.14% active; note: potency is the fitted concentration of half-maximal effect; % of control where 0% means no effect; nearly all actives have a fitted effect of over 65% in size
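Screening used galactose-induced yeast with toxic alpha-synuclein levels, exposed to compound for 24 hr at 30 deg C. Cell growth, read with BacTiter-Glo luminescence, gave the measured signal.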
IL2 activator = qHTS of IL-2 Activators; 360,000 tested, 0.065% active; activation, % (series mostly up to about 46 µM); IL-2 activation reporter assay, cell-based qHTS; stimulated with anti-CD3/CD4/CD28 beads; in transgenic mouse T cells; in the data active = activation above about 50%; inconclusive = mostly about 30% to 49%; note: 0% is about no effect
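Readout is EGFP and DsRed signal by fluorescent plate cytometry after 18 h at 37 degrees C. Transgenic mouse T cells (750/well) received compound for 60 min before bead stimulation (anti-CD3, anti-CD4, anti-CD28); memory T cells served as non-tolerant control.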
Numbers without * were called inactive; & = joins results of further samples; [ ] = dose if it differs, or a comment. Unless noted, calls come from the whole dose curve; as a rule, active = well fitted curve in the direction sought with a large enough effect; inconclusive = small, poorly fitted or top-dose-only effect, or another doubt; inactive = no such curve, though single readings can be large; an effect the other way counts as inactive or inconclusive.

For O=c1c(-c2ccccc2)coc2c(CN3CCCCC3)c(O)ccc12 the results were EPAC1 antagonist 6%, Abeta rescue 0%, WRN helicase inh -2%, EPAC1 ag 14%, FUS suppressor 9%, PI5P4K alpha inh 0, PLK1 PBD block -6%, aSyn rescue -2% and IL2 activator 0.1.
CC(C)CCNC(=O)c1ccc(CS(=O)(=O)Cc2ccccc2F)o1 was read as EPAC1 antagonist 11%, Abeta rescue 13%, WRN helicase inh 0%, EPAC1 ag -16%, FUS suppressor 13%, PI5P4K alpha inh 1, PLK1 PBD block -1%, aSyn rescue 7% and IL2 activator -0.3.
`O=C(CCS(=O)(=O)c1ccccc1)Nc1nc(-c2cccs2)cs1` gave EPAC1 antagonist -8%, Abeta rescue -26%, WRN helicase inh -4%, EPAC1 ag -6%, FUS suppressor -12%, PI5P4K alpha inh -23, PLK1 PBD block -8%, aSyn rescue -1% and IL2 activator -0.7.
Screening O=C(COc1ccc(Cl)cc1)OCc1csc(Nc2ccccc2)n1 returned EPAC1 antagonist -7%, Abeta rescue 13%, WRN helicase inh -16%, EPAC1 ag 13%, FUS suppressor 11%, PI5P4K alpha inh -6, PLK1 PBD block -8%, aSyn rescue -11% and IL2 activator -2.5.
CCCSc1sc(C(=O)OC)c(-c2cccs2)c1C#N was read as EPAC1 antagonist -5%, Abeta rescue -11%, WRN helicase inh 0%, EPAC1 ag 14%, FUS suppressor 7%, PI5P4K alpha inh 1, PLK1 PBD block -11%, aSyn rescue 0% and IL2 activator -0.8.
For CN(C)c1ccc(C2NCC(CCl)O2)cc1 (stereo unspecified) the results were EPAC1 antagonist 9%, Abeta rescue 11%, WRN helicase inh -9%, EPAC1 ag 4%, FUS suppressor 21%, PI5P4K alpha inh 2, PLK1 PBD block 3%, aSyn rescue 0% and IL2 activator -1.6.
COc1ccc(C(=O)CCC(=O)NC2=NCCS2)cc1 was read as EPAC1 antagonist 3%, Abeta rescue -21%, WRN helicase inh -2%, EPAC1 ag -2%, FUS suppressor 5%, PI5P4K alpha inh -2, PLK1 PBD block 5%, aSyn rescue -4% and IL2 activator 0.8.
For CC(C)(C)SCCNS(=O)(=O)c1ccc(F)cc1 the results were EPAC1 antagonist 5%, Abeta rescue -7%, WRN helicase inh 3%, EPAC1 ag -1%, FUS suppressor 21%, PLK1 PBD block -6%, aSyn rescue 1% and IL2 activator -1.0.
Screening CCn1c(COc2ccccc2C)nnc1SCC(=O)Nc1ccc2c(c1)OCCO2 returned EPAC1 antagonist 4%, Abeta rescue 12%, WRN helicase inh 7%, EPAC1 ag -5%, FUS suppressor 24%, PLK1 PBD block 2%, aSyn rescue 0% and IL2 activator -1.3.
`Cc1nn(C)cc1CNC(=O)c1ccc(Br)o1` gave EPAC1 antagonist 3%, Abeta rescue -2%, WRN helicase inh 1%, EPAC1 ag -3%, FUS suppressor 2%, PLK1 PBD block -5%, aSyn rescue -1% and IL2 activator 1.3.

Retrieved by compound from the list above:
For CN(C)c1ccc(C2NCC(CCl)O2)cc1 (stereo unspecified) the results were EPAC1 antagonist 9%, Abeta rescue 11%, WRN helicase inh -9%, EPAC1 ag 4%, FUS suppressor 21%, PI5P4K alpha inh 2, PLK1 PBD block 3%, aSyn rescue 0% and IL2 activator -1.6.
Screening O=C(COc1ccc(Cl)cc1)OCc1csc(Nc2ccccc2)n1 returned EPAC1 antagonist -7%, Abeta rescue 13%, WRN helicase inh -16%, EPAC1 ag 13%, FUS suppressor 11%, PI5P4K alpha inh -6, PLK1 PBD block -8%, aSyn rescue -11% and IL2 activator -2.5.

Additional compounds follow.
For COc1ccc(CNC(=O)CCCn2c(=O)c3cccn3c3cccnc32)cc1 the results were EPAC1 antagonist 5%, Abeta rescue -11%&-4%, WRN helicase inh 3%, EPAC1 ag 6%, FUS suppressor -10%&-11%, PI5P4K alpha inh -2, PLK1 PBD block 0%, aSyn rescue -1% and IL2 activator 0.2.
For CN(C)CCCN1C(=O)C2CCc3[nH]c4ccccc4c3C2C1=O (stereo unspecified) the results were EPAC1 antagonist -17%, Abeta rescue -13%, WRN helicase inh 13%, EPAC1 ag 10%, FUS suppressor 15%, PI5P4K alpha inh 1, PLK1 PBD block -16%, aSyn rescue -3% and IL2 activator -0.3.
C[C@H]1O[C@@H](n2cc(F)c(=O)[nH]c2=O)[C@H](O)[C@@H]1O was read as EPAC1 antagonist -8%, Abeta rescue -21%, WRN helicase inh -3%, EPAC1 ag -8%, FUS suppressor -27%, PI5P4K alpha inh 0, PLK1 PBD block -1%, aSyn rescue -10% and IL2 activator -0.1.
For COc1ccc(-c2noc(CN(C)Cc3ccc(C)o3)n2)cc1 the results were EPAC1 antagonist 4%, Abeta rescue -3%, WRN helicase inh -12%, EPAC1 ag -1%, FUS suppressor 6%, PI5P4K alpha inh 21, PLK1 PBD block inconclusive, aSyn rescue -3% and IL2 activator -4.3.
Screening CN(CCC1CCOCC1)C(=O)C1CCC(=O)N(CCc2ccc(Cl)cc2)C1 (stereo unspecified) returned EPAC1 antagonist 13%, Abeta rescue -9%, WRN helicase inh 4%, EPAC1 ag -3%, FUS suppressor 7%, PI5P4K alpha inh 1, PLK1 PBD block -4%, aSyn rescue -2% and IL2 activator 0.0.
For O=C(Nc1cccs1)Nc1ccccc1Cl the results were EPAC1 antagonist -21%, Abeta rescue -30%, WRN helicase inh -14%, EPAC1 ag -4%, FUS suppressor 30%, PI5P4K alpha inh 1, PLK1 PBD block -13%, aSyn rescue -11% and IL2 activator -0.3.
For O=S1(=O)CCOC[C@H](Cc2ccccc2)N1Cc1ccccc1 the results were EPAC1 antagonist 3%, Abeta rescue -2%, WRN helicase inh -3%, EPAC1 ag -3%, FUS suppressor 4%, PI5P4K alpha inh 1, PLK1 PBD block -9%, aSyn rescue 12% and IL2 activator -2.5.
Screening CCc1ccc(CCC(=O)Nc2ccc(C(C)=O)cc2)o1 returned EPAC1 antagonist -8%, Abeta rescue -6%, WRN helicase inh -13%, EPAC1 ag 5%, FUS suppressor 13%, PI5P4K alpha inh 0, PLK1 PBD block -5%, aSyn rescue -2% and IL2 activator -1.8.
Screening Cc1ccc(-c2noc(CSc3nnnn3C3CCCCC3)n2)cc1 returned EPAC1 antagonist -13%, Abeta rescue -19%, WRN helicase inh -7%, EPAC1 ag -8%, FUS suppressor inconclusive, PI5P4K alpha inh 16, PLK1 PBD block -5%, aSyn rescue -3% and IL2 activator -2.6.
Cn1c(=O)[nH]c(=O)c2c1nc(NCc1ccco1)n2CCCc1ccccc1 was read as EPAC1 antagonist -3%, Abeta rescue -16%, WRN helicase inh 1%, EPAC1 ag -5%, FUS suppressor 29%, PI5P4K alpha inh 0, PLK1 PBD block -6%, aSyn rescue -9% and IL2 activator 2.2.
Cc1cc2oc(=O)cc(CN3CCN(Cc4ccc5c(c4)OCO5)CC3)c2cc1C was read as EPAC1 antagonist -3%, Abeta rescue -5%, WRN helicase inh 2%, EPAC1 ag 2%, FUS suppressor 12%, PI5P4K alpha inh 1, PLK1 PBD block -7%, aSyn rescue -8% and IL2 activator -2.2.
`Cc1ccc(NC(=O)CSCC(=O)NC2CCCCC2)cc1` gave EPAC1 antagonist -6%, Abeta rescue -12%, WRN helicase inh -14%, EPAC1 ag -3%, PI5P4K alpha inh 5, PLK1 PBD block 3%, aSyn rescue 0% and IL2 activator -3.1.
Cc1ccc(N2C(=O)CC(N3CCSCC3)C2=O)c(C)c1 (stereo unspecified) was read as EPAC1 antagonist 8%, Abeta rescue -35%[inhibitor], WRN helicase inh -1%, EPAC1 ag 20%, FUS suppressor -18%, PI5P4K alpha inh 11, PLK1 PBD block -1%, aSyn rescue 23% and IL2 activator 0.5.
`Cc1ccc(S(=O)(=O)Nc2cc(C(=O)NCCN(C)C)ccc2N2CCCC2)cc1` gave EPAC1 antagonist 12%, Abeta rescue 13%, WRN helicase inh -4%[57.1 µM], EPAC1 ag 2%, FUS suppressor 16%, PI5P4K alpha inh 13, PLK1 PBD block -5%, aSyn rescue -1% and IL2 activator -3.4.
Screening CN(C)c1ccc(Nc2ncnc3ccc(Br)cc23)cc1 returned EPAC1 antagonist 7%, Abeta rescue 13%, WRN helicase inh -2%, EPAC1 ag 2%, FUS suppressor -7%, PI5P4K alpha inh -19, PLK1 PBD block -1%, aSyn rescue 2% and IL2 activator 1.2.
Screening COc1ccc(C(=O)NN2C(=O)C3C(c4ccccc4)C=CC(c4ccccc4)C3C2=O)cc1 (stereo unspecified) returned EPAC1 antagonist -21%, Abeta rescue 15%, WRN helicase inh -11%, EPAC1 ag 10%, FUS suppressor 0%, PI5P4K alpha inh 3, PLK1 PBD block 4%, aSyn rescue -22% and IL2 activator 0.1.
CC(C)Nc1nc(NC(C)C)nc(OCCOC(=O)c2ccccc2)n1 was read as EPAC1 antagonist inconclusive, Abeta rescue 13%, WRN helicase inh -5%, EPAC1 ag -7%, FUS suppressor 19%, PI5P4K alpha inh 2, PLK1 PBD block -7%, aSyn rescue 18% and IL2 activator -1.4.
O=C(O)c1c(C(=O)O)c(-c2ccc(Cl)c(Cl)c2)n2c1CSC2 was read as EPAC1 antagonist 3%, Abeta rescue 13%, WRN helicase inh -17%[11.6 µM], EPAC1 ag 15%, FUS suppressor -1%, PI5P4K alpha inh -29, PLK1 PBD block 11µM*, aSyn rescue 4% and IL2 activator -1.9.
Screening CCCCOc1ccc(C(=O)NCC(=O)NNC(=O)c2ccco2)cc1 returned EPAC1 antagonist 2%, Abeta rescue -4%, WRN helicase inh 2%, EPAC1 ag -2%, FUS suppressor 5%, PI5P4K alpha inh -3, PLK1 PBD block 5%, aSyn rescue -5% and IL2 activator 0.8.
